# PLK1 PBD block – qHTS for Inhibitors of PLK1-PDB (polo-like kinase 1 - polo-box domain): Primary Screen | Plk1 PBD binding of FITC phosphopeptide, fluorescence polarization | Potency, µM, for inactives: max response, negative = inhibition, most hits filed as inhibitors | actives 2.8% (n = 360,000); also: potency is read from the fitted curve at half-maximal effect; series mostly up to about 57 µM; % is scaled to controls: 0 for no effect and ±100 for the full control effect; nearly all actives have a fitted effect of over 65% in size
# GLP-1R agonist – qHTS of GLP-1 Receptor Agonists | HEK293 GLP-1R CRE-luciferase, luminescence, 4-6 h; cells express a hypersensitive GLP-1R form | Glucagon-like peptide 1 receptor (Homo sapiens), P43220 | Potency, µM (doses to about 45.6 µM), without a hit: at the highest dose activation, actives largely listed as activators | actives 0.007% (n = 380,000) | AID 624172, 2012; also: potency is read from the fitted curve at half-maximal effect; % of control where 0% means no effect
# GLP1R inv ag – qHTS of GLP-1 Receptor Inverse Agonists (Inhibition Mode); Glucagon-like peptide 1 receptor (Homo sapiens), P43220; HEK293 GLP-1R CRE-luciferase, luminescence, 24 h; GLP-1R form is constitutively active; Potency, µM (highest dose often 38.3 µM), for inactives: top-dose activity change, negative = inhibition, usual class: inhibitors; actives 1.6% (n = 410,000); AID 624417, 2012; also: potency is read from the fitted curve at half-maximal effect; % is scaled to controls: 0 for no effect and ±100 for the full control effect; nearly all actives have a fitted effect of over 55% in size
#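 GLP-1R inverse agonism mode: basal reporter luminescence in engineered HEK293 cells measured after one day of compound exposure at 37 deg C, with a 12 min room-temperature detection step.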
# WRN helicase inh – qHTS for Inhibitors of WRN Helicase. WRN helicase unwinding, fluorescent forked duplex, kinetic. Potency, µM (series often up to 114 µM), for the others: at the highest dose activity change, negative = inhibition, most hits filed as inhibitors. actives 0.46% (n = 360,000). AID 651768, 2012; also: potency is read from the fitted curve at half-maximal effect; % is scaled to controls: 0 for no effect and ±100 for the full control effect; nearly all actives have a fitted effect of over 55% in size
#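 WRN at 20 nM final preincubated with compound 15 min at room temperature; reaction started with 100 nM fluorophore/quencher forked duplex oligonucleotide and 2 mM ATP final. Unwinding followed kinetically by red fluorescence (ex 525, em 598 nm).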
# GLP1R cytotox – qHTS of GLP-1 Receptor Inverse Agonists: Cytotox Screen; HEK293 cAMP-luciferase reporter cells, luminescence, 24 h; Potency, µM (highest dose often 38.3 µM), inactives show top-dose activity change, negative = inhibition, actives largely listed as inhibitors; actives 0.13% (n = 410,000);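 also: loss of luciferase light is scored as toxicity; potency is read from the fitted curve at half-maximal effect; % is scaled to controls: 0 for no effect and ±100 for the full control effect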
#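 Here, cytotoxicity is scored as loss of luminescence. The MLSMR collection was tested on cells seeded in medium containing 10% Nu serum, with a 24 hr compound exposure preceded by 12 hours of culture.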
# IL2 activator – qHTS of IL-2 Activators | IL-2 activation reporter assay, cell-based qHTS; stimulated with anti-CD3/CD4/CD28 beads; in transgenic mouse T cells | activation, % (series mostly up to about 46 µM) | actives 0.065% (n = 360,000); in the data active = activation above about 50%; inconclusive = mostly about 30% to 49%; also: 0% is about no effect
#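 Unstimulated transgenic mouse T cells, 750 per well, received compound and, after 60 minutes, anti-CD3/anti-CD4 bead plus anti-CD28 stimulation. EGFP and DsRed were quantified after 18 hours.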
# D3 ag – qHTS of D3 Dopamine Receptor Agonist: qHTS | D3R DiscoveRx beta-arrestin cells, luminescence, 90 min | actives 0.58% (n = 410,000) | max activation, % | D(3) dopamine receptor (Homo sapiens), P35462; in the data active = max activation above about 30%; also: 0% is about no effect; mostly tested at two doses, the higher about 12 µM
# Target sequence (P35462 whole entry, looked up): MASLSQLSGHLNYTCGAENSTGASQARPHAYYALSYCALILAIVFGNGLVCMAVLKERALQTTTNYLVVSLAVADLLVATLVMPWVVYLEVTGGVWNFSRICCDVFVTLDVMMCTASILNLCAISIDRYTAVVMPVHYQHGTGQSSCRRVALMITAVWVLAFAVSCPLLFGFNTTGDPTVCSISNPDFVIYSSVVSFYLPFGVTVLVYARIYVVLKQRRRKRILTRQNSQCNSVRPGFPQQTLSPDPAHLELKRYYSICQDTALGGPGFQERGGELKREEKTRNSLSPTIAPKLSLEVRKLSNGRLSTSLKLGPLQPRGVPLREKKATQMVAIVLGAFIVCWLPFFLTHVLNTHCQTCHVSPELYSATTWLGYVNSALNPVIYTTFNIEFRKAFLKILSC
#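 Agonist-mode cell screen: cells plated at 1500/well and incubated overnight at 37 °C, then exposed to library compounds for 90 min at 37 °C. Detection reagent was added for 30–60 min at room temperature, and luminescence was read.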
# PI5P4Ka inh – qHTS for Inhibitors of phosphatidylinositol 5-phosphate 4-kinase (PI5P4K); Phosphatidylinositol 5-phosphate 4-kinase type-2 alpha (Homo sapiens), P48426; max response, %; actives 1.2% (n = 330,000); PI5P4Kalpha enzyme, ADP-Glo luminescence, 60 min; stronger effect = lower value; active = max response of -50% or lower; inconclusive = between -30% and -50%; inactive = -30% or higher; also: value at the top dose of about 77 µM; % is scaled to controls: 0 for no effect and ±100 for the full control effect
# Target sequence (P48426 whole entry, looked up): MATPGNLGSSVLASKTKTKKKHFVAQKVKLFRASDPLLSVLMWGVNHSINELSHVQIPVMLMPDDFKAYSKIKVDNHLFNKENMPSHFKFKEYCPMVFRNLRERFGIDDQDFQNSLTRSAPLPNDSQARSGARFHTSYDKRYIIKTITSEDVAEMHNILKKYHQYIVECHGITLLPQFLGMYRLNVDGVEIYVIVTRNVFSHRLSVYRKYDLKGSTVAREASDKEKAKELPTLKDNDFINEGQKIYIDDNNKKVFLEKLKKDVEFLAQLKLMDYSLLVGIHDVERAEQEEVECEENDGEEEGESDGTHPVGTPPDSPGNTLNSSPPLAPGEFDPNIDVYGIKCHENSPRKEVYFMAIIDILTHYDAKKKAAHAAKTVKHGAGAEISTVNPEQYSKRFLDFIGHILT
#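 Luminescence from ADP-Glo served as readout of PI5P4Kalpha activity in a qHTS format. Reaction: enzyme, substrate, compound, ATP at 5 microM final, 60 min at RT.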
# DRD3 antagonist – qHTS of D3 Dopamine Receptor Antagonist: qHTS | D(3) dopamine receptor (Homo sapiens), P35462 | D3R cells, DiscoveRx beta-arrestin luminescence, antagonist mode; stronger effect = lower value | max response, negative = inhibition, % | actives 2.5% (n = 360,000) | AID 652054, 2013; in the data active = max response below about -50%; inconclusive = no clear call, values can overlap the other calls; also: % is scaled to controls: 0 for no effect and ±100 for the full control effect; mostly tested at two doses, the higher about 12 µM
#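 Cells expressing the human receptor were seeded at 1500 cells/well, incubated overnight at 37 degrees C in 5% CO2, then exposed to library compounds with dopamine controls for 90 minutes at 37 degrees C before luminescent detection.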
# * hit, by the source's call; ? = inconclusive; / = no result given; & = joins results of further samples; [ ] = dose if it differs, or a comment. Unless noted, calls follow the shape of the dose curve; as a rule, active = well fitted curve in the direction sought with a large enough effect; inconclusive = small, poorly fitted or top-dose-only effect, or another doubt; inactive = no such curve, though single readings can be large; an effect the other way counts as inactive or inconclusive. Hits appear at their usual frequency (roughly 7.8% active in at least one column).
SMILES,PLK1 PBD block,GLP-1R agonist,GLP1R inv ag,WRN helicase inh,GLP1R cytotox,IL2 activator,D3 ag,PI5P4Ka inh,DRD3 antagonist
CC1CN(Cc2csc(-c3ccc(Cl)cc3)n2)CC(C)O1 (centres undefined),-5%,16%,?,3%,16%,-2.2,-29,3,-26
Cc1csc(NC(=O)c2cnc3ccccc3n2)n1,-18%,0%,?,1%,-1%,-0.5,-3,2,2
COc1cccc(NC(=O)CN(C)C(=O)c2cccc(S(=O)(=O)Nc3ccc(C)cc3)c2)c1,-2%,2%,?,-8%,-16%,0.2,-3,6,9
CCN(C(=O)C1CCN(S(=O)(=O)c2cccc3nonc23)CC1)c1ccccc1,-7%,9%,4%,10%,-9%,0.0,-1,12,-2
CCOC(=O)C1CCN(C(=O)CSc2ccc(Cl)cc2)CC1,-17%,-5%,-5%,5%,-14%,1.4,-1,-1,16
COc1ccc(/C(N)=N/OC(=O)c2cccc([N+](=O)[O-])c2C)cc1OC,2%,0%,-1%,-4%,-6%,2.4,3,-1,0
Cc1cnc(CN2CCc3c([nH]c4ccccc34)C2CC(C)C)[nH]1 (centres undefined),4%,2%,?,-5%,-16%,1.6,-14,-1,?
Cc1ccccc1CNC(=O)CCc1ccccc1,?,0%,5%,1%[57.1 µM],17%,0.9,0,7,-11
CC(=O)Nc1ccc(NC(=O)CS(=O)(=O)c2cn(CC(=O)N3CCCC3)c3ccccc23)cc1,-3%,6%,34%[activator],-10%,-2%,1.1,-2,-11,-6
CCn1c(C)cc(/C=C2/SC(=S)N(CC(=O)O)C2=O)c1C,5%,-1%,?,-6%,1%,1.0,5,6,1
Cc1ccc(C)c(NC(=O)CCc2ccc(S(=O)(=O)NC3CCCCC3)cc2)c1,6.7µM*,-2%,?,5%,-20%,-3.3,5,-29,14
COc1ccc(C(c2c(C)[nH]n(-c3ccccc3)c2=O)c2c(C)[nH]n(-c3ccccc3)c2=O)cc1OC,2.7µM*,-2%,0%,?,-26%,-2.1,-6,5,-29
NC(N)=Nc1nc2ccccc2o1,-9%,4%,12%,3%,-19%,-1.2,3,0,1
Cn1c(=O)c2c(nc(NCC3CCCO3)n2Cc2cccc(Br)c2)n(C)c1=O (centres undefined),-9%,-8%,3%,12%,-10%,-2.5,0,6,2
Cc1cccc(C(=O)N2CCN(c3ccc(C(F)(F)F)cn3)CC2)c1C,3%,-4%,?,-10%,-9%,-2.7,3,-3,3
Cn1cccc1Cc1nnc(SCC(=O)NC2CCCC2)n1CCc1ccccc1,-9%,4%,1%,4%,-5%,-4.7,-13,-1,-7
O=c1[nH]c(Cc2ccccc2)nc2ccccc12,-3%,7%,7%,-3%,8%,-0.7,4,6,12
C[C@@]12C(=O)Nc3cc(F)ccc3C(=O)N1[C@H]1c3cc(Br)ccc3OC[C@@H]1[C@@H]2c1ccccc1,12%,-3%,?,-2%,-10%,-0.6,4,1,-3
CC1=CC2=NC(=O)/C(=C\c3cccn3CCOc3ccccc3C)C(=N)N2O1,27µM*,14%,?,-9%,-16%,-2.3,-4,-3,2
CCCCOc1ccccc1C1CC(=O)NC2=C1C(=O)CCC2 (centres undefined),-17%,1%,?,6%,-15%,-2.6,-15,-5,-5
COc1ccc(/C=C2\SC(=O)N=C2N)cc1OC,-2%,23%,71%[activator],-3%,3%,-1.2,2,-4,13
CCNC(=S)Nc1ccc(Cl)c(C(F)(F)F)c1,-14%,-12%,?,-4%,-3%,-0.2,-4,15,-14
CCOc1ccc(CCNC(=O)COC(=O)c2cccc(OC)c2O)cc1OCC,-1%,5%,3%,-1%,15%,-0.4,-4,7,4
COc1ccc(OC)c(Nc2ncnc3ccc(Br)cc23)c1,-10%,0%,-12%,-8%,5%,-0.1,5,2,6
CSc1sc(-c2ccnc(SCC(=O)C(C)(C)C)n2)c2c1C(=O)CC(C)(C)C2,-7%,-1%,-7%,-1%,9%,-3.4,0,0,0
O=C(c1ccc(Cl)c(S(=O)(=O)N2CCCCC2)c1)N1CCN(Cc2ccccc2)CC1,-3%,-7%,?,-5%,-20%,-1.1,-4,-6,4
CCOc1ccc(-c2nn(-c3ccccc3)cc2C2NC(=O)NC(C)=C2C(=O)OC(C)C)cc1C (centres undefined),/,7%,?,/,-16%,/,4,/,/
Cc1ccc(C(=O)Nc2cccc(C(F)(F)F)c2)cc1Nc1cncnc1,-8%&-9%,1%&-4%,?,0%&-3%,14%&-10%,-3.1&-0.5,5&0,0&-5,39&-4
COc1ccc(OCC(=O)Nc2ccccc2O)cc1,-12%,12%,0%,-9%,6%,-1.3,-20,/,11
CCCNC(=O)c1ccccc1NC(=O)COc1ccc(OC)cc1,-4%,1%,19%,0%,73%[activator],-0.5,4,18,1
CC(=O)c1cc2c(cc1NC(=O)C1CC1)OCO2,-3%,2%,-3%,2%,0%,0.4,6,-1,?
CCCOc1nc(N)c(C#N)c(-c2ccccc2F)c1C#N,4%,-4%,2%,-21%,-6%,-0.3,10,6,1
COC(=O)C1CCC(=O)N1C(c1ccc(OC)cc1)c1cc(OC)c(OC)c(OC)c1 (centres undefined),2%,7%,?,6%,?,-2.6,-12,0,-10
O=C(CSc1ncnc2nc[nH]c12)N1CCOCC1,0%,-3%,8%,-2%,-3%,-1.1,5,/,6
COc1ccc(-c2cc3ccc(OC)cc3cn2)cc1,-4%,5%,?,-5%,0%,-0.5,-1,-5,-18
C=CCNc1nc(N)c([N+](=O)[O-])c(N2CCCCCC2)n1,7%,15%,17%,-3%,-1%,-3.2,13,-11,20
CCOC(=O)Cn1ncc(-c2ccccc2)c1N,-7%,7%,0%,6%,8%,-2.4,-15,/,-22
OC(COc1ccccc1)CN1CCN(c2ccccc2)CC1 (centres undefined),3%,-2%,-30%,-10%,13%,0.5,-4,4,-71*
COc1ccc(CCNC(=O)/C(C#N)=C2\N=C(NC(=O)c3cccs3)c3ccccc32)cc1,-2%,-1%,-4%,-12%,20%,-0.6,3,-1,21
Cc1ccc(NC(=O)CSc2nnc3ccccn23)cc1S(=O)(=O)N1CCOCC1,-6%,5%,10%,-6%[57.1 µM],1%,-0.2,-6,1,13

# Sorted by molecular weight (low to high): eleven of the compounds above.
SMILES,PLK1 PBD block,GLP-1R agonist,GLP1R inv ag,WRN helicase inh,GLP1R cytotox,IL2 activator,D3 ag,PI5P4Ka inh,DRD3 antagonist
CCOC(=O)Cn1ncc(-c2ccccc2)c1N,-7%,7%,0%,6%,8%,-2.4,-15,/,-22
CC(=O)c1cc2c(cc1NC(=O)C1CC1)OCO2,-3%,2%,-3%,2%,0%,0.4,6,-1,?
COc1ccc(/C=C2\SC(=O)N=C2N)cc1OC,-2%,23%,71%[activator],-3%,3%,-1.2,2,-4,13
COc1ccc(-c2cc3ccc(OC)cc3cn2)cc1,-4%,5%,?,-5%,0%,-0.5,-1,-5,-18
COc1ccc(OCC(=O)Nc2ccccc2O)cc1,-12%,12%,0%,-9%,6%,-1.3,-20,/,11
C=CCNc1nc(N)c([N+](=O)[O-])c(N2CCCCCC2)n1,7%,15%,17%,-3%,-1%,-3.2,13,-11,20
CCCOc1nc(N)c(C#N)c(-c2ccccc2F)c1C#N,4%,-4%,2%,-21%,-6%,-0.3,10,6,1
OC(COc1ccccc1)CN1CCN(c2ccccc2)CC1 (centres undefined),3%,-2%,-30%,-10%,13%,0.5,-4,4,-71*
CCOc1ccc(CCNC(=O)COC(=O)c2cccc(OC)c2O)cc1OCC,-1%,5%,3%,-1%,15%,-0.4,-4,7,4
COC(=O)C1CCC(=O)N1C(c1ccc(OC)cc1)c1cc(OC)c(OC)c(OC)c1 (centres undefined),2%,7%,?,6%,?,-2.6,-12,0,-10
COc1ccc(CCNC(=O)/C(C#N)=C2\N=C(NC(=O)c3cccs3)c3ccccc32)cc1,-2%,-1%,-4%,-12%,20%,-0.6,3,-1,21

# Continued.
SMILES,PLK1 PBD block,GLP-1R agonist,GLP1R inv ag,WRN helicase inh,GLP1R cytotox,IL2 activator,D3 ag,PI5P4Ka inh,DRD3 antagonist
CCOC(=O)n1n[n+]([O-])c2ccccc21,-7%,0%,8%,9%,-8%,2.4,-6,-2,0
CCOC(=O)c1cnc2c(ccc3ccccc32)c1NCCCN(C)C,-9%,18%,?,5%,?,-4.9,-13,5,-15
CCOC(=O)N1CCN(Cc2nc(-c3ccccc3)no2)CC1,-9%,6%,4%,4%,-2%,-2.1,1,0,-20
Cc1cc(/C=N/NC(=O)CC#N)c(C)n1-c1ccc([N+](=O)[O-])cc1,?,2%,11%,3%,-11%,-0.8,5,-15,-7
CCOC(=O)Nc1cccc(NC(=O)c2ccccc2F)c1,-5%,6%,-13%,3%,2%,2.7,-2,-2,-3
CCOc1ccccc1NC(=O)Cn1c(=O)n(CCCC(=O)NCCc2ccc(C)cc2)c(=O)c2ccccc21,/,1%,-10%,/,-4%,/,9,/,/
CC(=O)N1c2ccc(S(=O)(=O)N3CCCCC3)cc2CC1C(=O)Nc1cccc(C)c1 (centres undefined),-5%,3%,?,-11%,-15%,-2.3,5,-1,-7
CC(C)N(C(=O)N1CCN(c2ccnc3cc(Cl)ccc23)CC1)C(C)C,5%,13%,?,0%,?,-0.8,19,7,63
CC(C)(C)NC(=O)C(=O)N/N=C/c1ccc(F)cc1,-5%,6%,6%,-28%[57.1 µM],13%,-1.2,-1,-15,-9

# Assay outcomes from PubChem BioAssay.
